# Mot1-301 SUMO: inhibitors of SUMOylation pathway: yeast Mot1-301 growth rescue. 1% of 320,000 active. S. cerevisiae Mot1-301 growth rescue, ATP luminescence, 38.5C; percent above DMSO median, 100 means doubled. growth rescue, % at 18.8 µM;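 active = every valid replicate shows activation above 250% relative to neutral control wells; inactive = the rest, any valid replicate at or below 250%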;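 also: OY570 slx delta 5 strain wells were the positive control but not used for scaling; some compounds called inactive have numbers as strong as hits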
# Tat export inh: E. coli Tat transport inhibition; 0.036% of 340,000 active; E. coli MC4100 TorA-mCherry Tat export, fluorescence; inhibition, % at 10 µM;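 active = mean replicate inhibition at least 50% and at least half of replicates individually reaching 50%; inconclusive = only one of the two criteria met; inactive = neither criterion met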;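 also: exported cargo escapes ClpAP degradation while cytoplasmic cargo is degraded and loses fluorescence; 0% = median of neutral control wells and 100% = median of NaSCN control wells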
# PKA-R2B activ: activators of human PKA-R2B complex; activation, % at 11.4 µM; PKA-R2B holoenzyme dissociation, Cy5-IP20 fluorescence polarization; R2B truncated from residue 108, S112A mutant; 0% DMSO only, 100% 113 µM cGMP; P22694+P31323; 0.079% of 340,000 active;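 active = activation above a cutoff set at the mean over all compounds plus 3 SD, cut at about 18% in these data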;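 also: higher means more holoenzyme dissociation and a rise in polarization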
# HTR5A ag ctr: counter-screen for OPRM1-OPRD1 agonists: human HTR5A agonism | P47898 | HTR5A agonist assay, luminescence, cell-based | activation, % at 9.3 µM | 0.61% of 340,000 active | AID 504692; in the data active = activation mostly above about 9.5%, no sharp cut-off; inactive = mostly below about 7.6%;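 also: 0% = cells with vehicle only and 100% = reference agonist; strong numbers were not always called active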
# Target sequence (P47898 whole entry, looked up): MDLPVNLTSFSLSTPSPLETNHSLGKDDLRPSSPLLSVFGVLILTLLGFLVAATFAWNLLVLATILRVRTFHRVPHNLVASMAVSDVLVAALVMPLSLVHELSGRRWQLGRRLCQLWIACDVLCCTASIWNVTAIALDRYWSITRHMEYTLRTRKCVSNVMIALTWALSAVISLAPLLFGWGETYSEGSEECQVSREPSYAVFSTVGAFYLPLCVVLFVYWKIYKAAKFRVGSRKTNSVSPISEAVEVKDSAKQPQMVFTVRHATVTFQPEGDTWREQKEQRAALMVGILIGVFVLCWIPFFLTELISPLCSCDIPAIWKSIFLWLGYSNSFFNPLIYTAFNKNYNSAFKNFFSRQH
# Ecoli viability: bacterial growth inhibition, counter-screen for AddAB inhibitors. E. coli V3065 growth, OD600 absorbance, 18 h. inhibition, % at 11.9 µM. 0.27% of 330,000 active. AID 449728;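 active = inhibition above the campaign's mean inhibition across all tested compounds plus 3 SD, cut at about 9.9% in these data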;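 also: uninfected addAB+ strain grown without phage in ampicillin broth; 0% = DMSO wells and 100% = ciprofloxacin 0.95 µg/ml wells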
# CDK5 p35 inh: CDK5/p35 (human) kinase inhibition; 0.01% of 330,000 active; Recombinant CDK5/p35, ADP-Glo luminescence, 60 min; Q00535+Q15078; inhibition, % at 10 µM;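 active = highest replicate inhibition of at least 50% and at least 75% of replicates reaching 50%; inconclusive = only one of the two criteria met; inactive = both criteria failed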;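 also: plate controls were DMSO neutral control for no effect and GW8510 at 10 µM for full effect; many of its hits are not listed in these tables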
# AddAB inh: less growth of phage-infected E. coli with AddAB; inhibition, % at 11.9 µM; 0.29% of 330,000 active; AID 435030; E. coli expressing H. pylori AddAB, absorbance growth; in the data active = inhibition above about 12%;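 also: 0% = vehicle wells of infected cells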
# DAGLB inh: diacylglycerol lipase beta (human) inhibition; 0.059% of 340,000 active; HEK293T DAGLB membrane lysate, EnzChek fluorogenic substrate; Q8NCG7; inhibition, % at 5.17 µM; in the data active = inhibition above about 34%;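 also: 0% = enzyme with vehicle and 100% = wells lacking enzyme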
# Target sequence (Q8NCG7 whole entry, looked up): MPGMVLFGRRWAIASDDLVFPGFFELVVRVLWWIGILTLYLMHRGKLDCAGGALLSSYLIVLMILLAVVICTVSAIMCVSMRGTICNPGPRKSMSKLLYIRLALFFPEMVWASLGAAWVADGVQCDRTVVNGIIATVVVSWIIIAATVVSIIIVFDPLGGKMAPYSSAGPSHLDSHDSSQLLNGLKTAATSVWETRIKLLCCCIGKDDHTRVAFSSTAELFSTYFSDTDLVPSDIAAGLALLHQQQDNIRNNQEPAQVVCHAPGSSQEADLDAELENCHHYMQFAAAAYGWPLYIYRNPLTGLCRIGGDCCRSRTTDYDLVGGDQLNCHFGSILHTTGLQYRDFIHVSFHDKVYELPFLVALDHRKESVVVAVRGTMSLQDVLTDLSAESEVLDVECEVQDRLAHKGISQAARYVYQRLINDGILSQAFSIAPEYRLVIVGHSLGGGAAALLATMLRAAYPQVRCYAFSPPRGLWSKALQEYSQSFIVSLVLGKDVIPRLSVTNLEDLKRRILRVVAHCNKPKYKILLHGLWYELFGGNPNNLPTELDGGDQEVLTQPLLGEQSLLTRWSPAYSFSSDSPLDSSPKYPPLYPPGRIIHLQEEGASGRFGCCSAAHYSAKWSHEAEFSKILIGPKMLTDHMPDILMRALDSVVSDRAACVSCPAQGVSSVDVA
# phage Ecoli inh: E. coli growth loss with phage present; growth absorbance; inhibition, % at 11.9 µM; 0.26% of 360,000 active; in the data active = inhibition above about 11%
# HTR5A inv ag: counter-screen for OPRM1-OPRD1 inverse agonists: human HTR5A inverse agonism | HTR5A cell line, luminescence | 0.083% of 340,000 active | AID 504634 | inhibition, % at 9.3 µM; in the data active = inhibition mostly above about 23%, no sharp cut-off; inactive = mostly below about 18%;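 also: 0% = cells with DMSO and 100% = no-cell wells with DMSO; some compounds called inactive have numbers as strong as hits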
# PKA-R1A act: PKA-R1A complex activation; PKA-R1A dissociation, Cy5-IP20 fluorescence polarization; scaled: DMSO 0%, 113 µM cGMP 100%; P00514+P68181; AID 504707; activation, % at 11.4 µM; 0.083% of 340,000 active;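 active = percent activation above the mean of all tested compounds plus 3 SD, cut at about 19% in these data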;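 also: higher means more PKAc released from R1A so a rise in polarization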
# * hit, by the source's call; ? = inconclusive; . = not tested or not shown.
SMILES,Mot1-301 SUMO,Tat export inh,PKA-R2B activ,HTR5A ag ctr,Ecoli viability,CDK5 p35 inh,AddAB inh,DAGLB inh,phage Ecoli inh,HTR5A inv ag,PKA-R1A act
COc1cccc(CNC(=O)c2cccc(S(=O)(=O)N3CCN(C)CC3)c2)c1,3.5,29.6,4.4,-3.2,1.5,-8.4,0.3,2.4,0.7,7.8,-9.0
Cc1ccc(S(=O)(=O)Nc2ccc(C(N)=O)cc2)cc1[N+](=O)[O-],-7.4,-3.5,-5.8,0.7,2.2,-0.7,2.4,0.6,5.5,-1.9,4.9
CCOc1ccc(-c2c(C#N)c(N)nc3sc(C(=O)c4ccccc4)c(N)c23)cc1,6.8,-1.7,-0.7,-4.1,0.2,-1.0,0.6,2.4,1.5,0.6,-12.9
CCn1c(=N)n(CC(O)c2ccco2)c2ccccc21 (stereo unspecified),34.6,12.7,0.9,-1.0,0.8,-2.8,2.1,1.6,-1.2,8.6,6.8
CCCCNc1ccc(S(=O)(=O)c2cccc([N+](=O)[O-])c2)cc1[N+](=O)[O-],-1.7,2.4,4.3,4.5,-1.4,0.4,4.4,-1.2,3.1,-23.1,0.5
O=C(O)c1cc(Cl)c(Cl)cc1C(=O)N1CCCC1,-12.6,-15.4,-0.2,-1.0,-2.1,5.8,1.4,2.2,0.8,2.3,-11.5
CCOC(=O)c1ccccc1NC(=O)COC(=O)C(CCSC)NC(=O)COc1ccccc1 (stereo unspecified),-30.4,11.0,5.4,2.1,-0.6,0.3,-0.8,-4.7,.,-0.2,6.1
O=C(Oc1ccc(-c2cnc3ccccc3n2)cc1)c1ccc(Br)o1,8.2,-11.7,-6.0,0.0,-1.7,3.2,-0.4,2.3,3.6,-7.3,-5.7
CCOC(=O)C1CCCN(c2c(C(=O)c3ccccc3)cnc3ccc(OC)cc23)C1 (stereo unspecified),-3.6,-15.3,-4.0,-11.6,-0.3,1.7,2.9,-5.6,2.1,30.5*,-8.2
CCOC(=O)c1oc2ccccc2c1NC(=O)COc1cccc(OC)c1,463.8,8.2,9.1,1.1,-0.6,-0.7,-2.3,-10.9,3.6,-31.9,-9.3
Cc1ccnc(N2CCC(C(=O)Nc3ccc(Oc4ccccc4)cc3)CC2)n1,-15.8,1.6,-3.3,1.5,-2.7,-0.1,2.4,0.5,3.0,7.2,-9.1
CCOc1cc(CNCCCN2CCOCC2)cc(Cl)c1OCC(=O)NC(C)(C)C,3.2,1.2,3.6,0.8,-2.3,-1.9,-0.1,-0.9,-0.8,-3.1,-13.9

# Nothing new here: entries from further up.
SMILES,Mot1-301 SUMO,Tat export inh,PKA-R2B activ,HTR5A ag ctr,Ecoli viability,CDK5 p35 inh,AddAB inh,DAGLB inh,phage Ecoli inh,HTR5A inv ag,PKA-R1A act
COc1cccc(CNC(=O)c2cccc(S(=O)(=O)N3CCN(C)CC3)c2)c1,3.5,29.6,4.4,-3.2,1.5,-8.4,0.3,2.4,0.7,7.8,-9.0
Cc1ccc(S(=O)(=O)Nc2ccc(C(N)=O)cc2)cc1[N+](=O)[O-],-7.4,-3.5,-5.8,0.7,2.2,-0.7,2.4,0.6,5.5,-1.9,4.9
CCOc1ccc(-c2c(C#N)c(N)nc3sc(C(=O)c4ccccc4)c(N)c23)cc1,6.8,-1.7,-0.7,-4.1,0.2,-1.0,0.6,2.4,1.5,0.6,-12.9
CCn1c(=N)n(CC(O)c2ccco2)c2ccccc21 (stereo unspecified),34.6,12.7,0.9,-1.0,0.8,-2.8,2.1,1.6,-1.2,8.6,6.8

# New compounds follow:
SMILES,Mot1-301 SUMO,Tat export inh,PKA-R2B activ,HTR5A ag ctr,Ecoli viability,CDK5 p35 inh,AddAB inh,DAGLB inh,phage Ecoli inh,HTR5A inv ag,PKA-R1A act
CC(=O)Oc1cc2oc(=O)c3c(c2cc1Cl)CCC3,11.9,-5.5,7.3,1.3,-0.6,-0.3,2.8,4.0,0.3,-0.6,2.8
Cc1ccc(N(CC(=O)N/N=C/c2ccc(OC3CSC3)cc2)S(=O)(=O)c2ccccc2)cc1,-36.2,-4.2,1.1,8.9,-0.2,-1.6,0.6,-4.0,1.4,2.6,-7.2
COc1ccc(N(C)C(=O)CCC(=O)Nc2ccc3nc(N4CCOCC4)cc(C)c3c2)c(OC)c1,-8.2,-9.9,-3.5,-0.8,0.4,5.2,2.3,-0.2,0.5,6.1,-0.6
N#Cc1cccc(C(=O)Nc2ccc(S(=O)(=O)Nc3nccs3)cc2)c1,-5.4,0.5,-10.3,0.2,-1.1,0.5,1.0,-0.9,2.4,-0.5,-2.6
S=c1[nH]nc(CCCc2n[nH]c(=S)o2)o1,-5.6,-5.7,7.2,0.1,-0.8,-0.4,-1.4,-1.0,1.3,-0.2,6.0
CCOc1ccccc1N1C(=O)c2ccc(C(=O)Nc3cccnc3)cc2C1=O,90.6,9.2,-0.5,-1.2,-0.1,0.0,1.2,-5.2,2.9,3.4,5.6
CCc1nc2ccccc2c(C(=O)NCc2ccccc2)c1C,.,2.9,-2.5,-5.6,-3.1,0.9,-1.1,-0.4,1.5,9.6,-3.4
O=C(/C=C/c1ccc(Cl)cc1)NC(=S)Nc1ccc(CN2CCOCC2)cc1,7.1,-9.8,-0.9,-0.9,-0.3,1.7,-1.0,-2.0,2.5,21.6,7.1
O=C(Nc1ccnn1C1CCN(C/C=C/c2ccccc2)CC1)c1cccc(F)c1,-17.9,-3.5,-6.3,10.0,-1.1,-1.2,-0.2,-2.0,2.0,1.9,-10.5
O=C1CN(C(=S)NC(=O)c2ccc(-c3ccccc3)cc2)CCN1,-18.1,-10.5,-3.5,0.7,0.2,0.8,2.8,-0.3,2.9,-2.3,-2.5
CCn1c(C)c2c(C)nnc(C)c2c1C,.,-8.9,0.9,-2.4,0.5,0.5,0.0,0.1,1.2,-31.2,-12.0
Cc1cccc(NC(=O)CSc2nnc(CNC(=O)c3ccco3)o2)c1,0.1,-4.6,-10.0,1.1,0.1,-0.1,0.2,0.9,1.7,1.6,7.2
COC(=O)c1ccc(CNC(=O)C2CCC(=O)N(CCN3CCOCC3)C2)cc1 (stereo unspecified),-19.1,-6.6,2.5,-2.5,.,-0.1,.,0.9,0.6,11.5,-3.2
O=C(NCC1CCCO1)c1ccc(Oc2ccc([N+](=O)[O-])cc2)cc1 (stereo unspecified),4.2,7.3,7.1,-4.2,-1.1,-3.3,0.1,-1.8,0.7,-29.6,-0.5
COc1ccc(CC(NC(C)=O)C(=O)NC2CCN(C(=O)c3ccccc3F)CC2)cc1 (stereo unspecified),187.0,-14.9,2.6,0.4,-0.1,-0.5,3.6,-2.9,0.1,-1.1,-0.3
CCOC(=O)c1cccc(NC(=O)CSc2nnc(-c3ccncc3)n2CCCOC)c1,1.3,-4.9,-4.2,-0.6,0.3,-1.3,1.0,-1.2,3.3,-2.4,2.7
CC(=O)c1c(C)[nH]c(C(=O)OC2CCOC2=O)c1C (stereo unspecified),-23.0,-9.0,-3.3,2.8,-0.6,0.6,-0.3,-0.3,0.1,-7.4,1.2
Cc1oc(-c2ccccc2F)nc1CS(=O)(=O)CC(=O)NCCCN1CC(C)CC(C)C1 (stereo unspecified),11.9,-2.5,-4.2,3.0,-1.7,-0.5,2.6,0.4,1.9,-21.9,-11.8
C=CCSc1ncccc1C(=O)NCCc1ccccc1,202.1,15.1,-0.7,2.6,-2.2,0.7,1.0,-3.6,2.3,-10.2,3.9
Cc1ccc(S(=O)(=O)NC(=NCC(=O)O)c2ccccc2)cc1,225.0,-23.5,10.5,0.4,1.5,-1.5,1.9,-3.1,-0.1,-1.6,1.8
Cc1ccc(-c2[nH]ncc2CN2CCN(C(=O)c3cccs3)CC2)cc1C,-12.2,2.6,4.2,-1.8,-0.9,0.5,2.0,0.0,1.5,4.4,-10.3
O=C(O)CCN(CCC(=O)O)c1nnc(SCc2ccccc2)s1,12.3,-3.3,-2.1,-1.5,-3.1,-0.7,-0.1,-0.8,2.1,-3.0,6.0
CN(C)C(=O)c1cc(C(=O)c2ccc(C(F)(F)F)cc2F)c[nH]1,499.5*,-3.3,-5.0,2.2,-0.5,-2.5,4.9,-0.4,4.3,-6.1,0.6
NC(=O)C1CCN(CC(=O)Nc2nccs2)CC1,0.9,3.7,5.2,0.7,-0.6,0.7,1.3,-2.4,-0.3,-2.5,-3.2
C=CCn1c(C2CC2)n[nH]c1=S,-6.8,-0.7,-11.2,-2.9,1.3,1.0,-0.5,-0.1,1.4,15.3,-12.7
O=C(NCCC1=CCCCC1)c1cccc(S(=O)(=O)N2CCCCC2)c1,-0.6,7.3,6.5,1.1,4.0,-0.9,2.4,-3.9,-0.2,4.4,6.1
Cn1c(N)c(C(=O)COC(=O)Cn2cc(C(F)(F)F)ccc2=O)c(=O)n(C)c1=O,-6.0,4.5,3.5,0.9,1.3,-1.4,1.9,-3.2,-0.3,-2.4,0.4
COc1ccc(CC(=O)Nc2cc(S(=O)(=O)N3CCCC3)ccc2Cl)c(OC)c1,1.1,1.2,-4.3,2.7,-0.2,-1.6,1.2,-2.0,-0.1,-7.5,4.0
COc1ccc(S(=O)(=O)N2CCCCC2C(=O)O)cc1 (stereo unspecified),9.4,3.6,1.6,0.2,1.4,0.5,0.3,-0.8,0.8,-15.6,-5.3
CCN(CC)S(=O)(=O)c1cc(NC(=O)C(CC(C)C)NC(N)=O)ccc1C (stereo unspecified),-6.4,-4.7,0.5,-3.5,2.7,-0.8,0.8,-2.4,-0.2,33.1,-9.9
COc1cc(N=Cc2c(O)c3ccccc3oc2=O)c(OC)cc1Cl,5.4,-8.2,1.9,-1.6,4.1,-1.1,6.3,0.4,2.1,-12.9,-3.8
Cc1ccccc1C1=Nn2c(nnc2-c2ccco2)SC1,-3.2,-5.6,8.5,-4.7,-1.8,2.2,1.4,-2.9,0.6,12.2,-6.0
CC(=O)c1csc(-c2ccccc2)n1,11.2,5.9,-11.0,6.5,-0.2,2.6,3.9,-1.3,2.9,-18.8,-12.6
O=C(CCC(=O)Nc1ccccc1)N/N=C/c1ccncc1,-2.8,?,9.6,-1.8,2.8,0.7,0.5,-2.4,3.4,4.8,2.9
O=C(NCc1ccccn1)c1ccc(Cl)c(S(=O)(=O)N2CCCCCC2)c1,-21.8,-6.7,-9.6,1.7,-0.5,0.5,-1.5,0.0,-0.2,-8.7,-2.6
Cc1c(NC(C)c2ccccc2O)c(=O)n(-c2ccccc2)n1C (stereo unspecified),14.0,-5.1,-3.6,0.6,-0.7,-2.0,1.5,-2.6,3.4,-4.2,-9.6
CN1CCN(CC(C)(C)NS(=O)(=O)c2ccc(Cl)cc2)CC1,2.1,-2.1,-5.7,2.5,0.2,-1.4,1.1,-1.2,0.0,-14.3,4.1
CC(C)CCn1c(SCC(N)=O)nc2c1c(=O)n(C)c(=O)n2C,34.4,-1.6,-7.4,4.4,-2.5,-0.7,-1.2,-2.6,2.1,-12.3,-5.3
